Screens: PubChem BioAssay, National Center for Advancing Translational Sciences (NCATS)
aSyn yeast rescue – alpha-synuclein toxicity suppression in yeast; S. cerevisiae alpha-synuclein toxicity rescue, BacTiter-Glo growth, 24 h; AID 1347070; actives 0.02% (n = 94,000); Potency, µM (series often up to 46.1 µM), inactives show at the top dose growth rescue (activation), hits mostly activators; active means well fitted activation curve with a large enough effect; further: 0% is about no effect
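Growth restoration measured by BacTiter-Glo luminescence after 24 hr at 30 deg C; alpha-synuclein yeast, raffinose-pregrown to mid-log, were added at OD600=0.02 in galactose medium onto pinned compounds.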
Starred values were filed as active, the others as inactive; & = joins results of further samples; [ ] = dose if it differs, or a comment. Potency means the concentration at half of the fitted maximal effect. These rows are one share of the data, so the mix of outcomes need not match the whole.

Results for COc1ccc(CNC(=O)C2CCN(C(=O)N3CC(C)Oc4ccc(C)cc43)CC2)cc1 (stereo not given) ?
aSyn yeast rescue: -9.2%

What do the screens show for `CC1=C(C(=O)Nc2ccccc2)C(c2ccccc2)n2nc(-c3ccco3)nc2N1` (stereo not given)?
aSyn yeast rescue: 1.9%

What do the screens show for `CCc1nonc1NC(=O)c1oc2cc(C)c(C)cc2c1C`?
aSyn yeast rescue: 0.4%

Results for COc1ccc(S(=O)(=O)NCc2cccn2Cc2cccc(C)c2)cc1Cl ?
aSyn yeast rescue: -4.2%

How did C#CCN1C(=O)C(O)(CC(=O)c2ccc(OC)c(OC)c2)c2cc(Br)ccc21 (stereo not given) do in these assays?
aSyn yeast rescue: 0.4%

Results for O=C(O)/C=C/c1ccc(S(=O)(=O)Nc2ccccc2C(=O)Nc2ccc(F)cc2)cc1 ?
aSyn yeast rescue: 2.7%

What do the screens show for `COc1ccc(C(c2c(NC(=O)c3ccco3)sc(C)c2C)N2CCOCC2)cc1` (stereo not given)?
aSyn yeast rescue: -3.6%

How did CCN(CC)C(=O)Cn1c(=O)n(Cc2ccc(C(=O)NCCCOC)cc2)c(=O)c2ccccc21 do in these assays?
aSyn yeast rescue: 0.8%

How did COc1ccc(NC(=O)CNCc2cccs2)c(OC)c1 do in these assays?
aSyn yeast rescue: -3.4%

Results for CC1=C(C(=O)Nc2cc(C)cc(C)c2)C2(CCCCC2)OC1=O ?
aSyn yeast rescue: -4.8%

How did O=C(CN1c2ccccc2Sc2ccccc21)NNC(=O)Nc1ccc(Cl)c(Cl)c1 do in these assays?
aSyn yeast rescue: -3.6%

What do the screens show for `CCOC(=O)c1ccc2ncc3c(-c4ccccc4)nn(-c4ccc(F)c(Cl)c4)c3c2c1`?
aSyn yeast rescue: -2.0%

What do the screens show for `CCN1CCOC(=O)C1CC(=O)Nc1ccccc1C(F)(F)F` (stereo not given)?
aSyn yeast rescue: -86.3%[inhibitor]

How did COc1ccc(N2CCN(C(=O)COc3ccc(S(=O)(=O)N4CCOCC4)cc3C)CC2)cc1 do in these assays?
aSyn yeast rescue: 1.9%

How did CCOC(=O)CSc1nc2nc(Cl)c(Cl)nc2[nH]1 do in these assays?
aSyn yeast rescue: 4.8%

How did CCCCN(C)C(=O)Cn1cnc2sc(C)c(S(=O)(=O)N3CCN(c4ccccc4OC)CC3)c2c1=O do in these assays?
aSyn yeast rescue: -1.2%&2.4%

What do the screens show for `CCN(C(=O)CSc1nc2ncccc2[nH]1)c1ccc(C(C)C)cc1`?
aSyn yeast rescue: 9.9%

Results for COc1ccc(NC(=O)Nc2ccccn2)cc1OC ?
aSyn yeast rescue: -9.6%

How did CCn1c(SCC(=O)N2CCN(c3ccccc3)CC2)nnc1-c1c[nH]c2ccccc12 do in these assays?
aSyn yeast rescue: 15.1%

How did CC1CCN(C(=O)c2cc(-c3ccccc3O)on2)CC1 do in these assays?
aSyn yeast rescue: -2.5%

How did CCC(C)NC(=O)c1c(-c2ccccc2)c(-c2ccccc2)nn(C)c1=O (stereo not given) do in these assays?
aSyn yeast rescue: -5.7%

What do the screens show for `Cc1ccc(Sc2ccc(/C=C3/C(=O)NN(c4ccccc4)C3=O)o2)cc1`?
aSyn yeast rescue: -4.5%

How did O=C(NCCc1ccc(Cl)cc1)c1cc2ccccn2n1 do in these assays?
aSyn yeast rescue: -0.3%

How did CC(=O)Nc1ccc(S(=O)(=O)N(C)CC(=O)Nc2nc3ccccc3[nH]2)cc1 do in these assays?
aSyn yeast rescue: -8.0%

What do the screens show for `CCc1nn2c(N3CCOCC3)cc(C)nc2c1-c1ccccc1`?
aSyn yeast rescue: 1.4%

Results for CC1CC(C)CN(C(=O)CCc2ccccc2)C1 (stereo not given) ?
aSyn yeast rescue: -1.4%

How did CC(=O)Oc1cc2c(cc1OC(C)=O)C(=O)CCCC2 do in these assays?
aSyn yeast rescue: 1.2%

How did Cc1csc(N=Nc2ccc(N(C)C)cc2)[n+]1[O-] do in these assays?
aSyn yeast rescue: -56.5%[inhibitor]

Results for CC1CCC2(CC1)NC(=O)N(CC(=O)Nc1ccc3c(c1)CCC3)C2=O (stereo not given) ?
aSyn yeast rescue: 5.5%

What do the screens show for `OC1CSc2nc3ccccc3n2C1` (stereo not given)?
aSyn yeast rescue: -4.8%

What do the screens show for `O=[N+]([O-])c1cccc(-c2ncc3ccccn23)c1`?
aSyn yeast rescue: -12.2%

Results for COc1ccccc1N1CCN(S(=O)(=O)CCNC(=O)c2ccco2)CC1 ?
aSyn yeast rescue: -1.1%

Results for CCCCNC(=O)NCc1cnn(C)c1C ?
aSyn yeast rescue: -1.1%

What do the screens show for `CC(C)(C)OC(=O)N1CCC(c2c(C(=O)N3CCN(c4ncccn4)CC3)cnn2-c2cccc(F)c2)CC1`?
aSyn yeast rescue: -3.6%

How did O=C(COc1ccccc1F)Nc1ccc2oc(-c3cccc(Cl)c3)nc2c1 do in these assays?
aSyn yeast rescue: -8.6%

How did COCCCN1C(=O)C(CC(=O)NCc2cccs2)CC(C(=O)N(C)C)=C1C (stereo not given) do in these assays?
aSyn yeast rescue: -1.2%

Results for Cc1ccccc1CNC(=O)CCS(=O)(=O)c1cc2c3c(c1)CCN3C(=O)CC2 ?
aSyn yeast rescue: -4.3%

How did Cc1cn([C@H]2C[C@H](O)[C@@H](CNCc3ccc4ncccc4c3)O2)c(=O)[nH]c1=O do in these assays?
aSyn yeast rescue: -3.1%

What do the screens show for `Cc1ccc(SCC(=O)Nc2cccc(-c3nc4cc(Cl)ccc4o3)c2C)cc1`?
aSyn yeast rescue: 11.6%

What do the screens show for `COc1ccc(-n2c(SCC(=O)NCc3ccccc3)nc3c([nH]c4ccccc43)c2=O)cc1`?
aSyn yeast rescue: -1.3%

How did O=C1OC(c2ccc3c(c2)OCO3)=N/C1=C\c1ccc(C(=O)O)cc1 do in these assays?
aSyn yeast rescue: 1.1%

How did O=C(Nc1nnc(S(=O)(=O)N2CCOCC2)s1)c1ccccc1Cl do in these assays?
aSyn yeast rescue: -5.5%&-5.4%

Results for CCN(CCCNC(=O)c1cc2c(=O)[nH]c3ccc(C)cc3c2s1)c1ccc(C)cc1 ?
aSyn yeast rescue: 0.7%

Results for CCOC(=O)c1cn(Cc2cccc(C)c2)nn1 ?
aSyn yeast rescue: 1.1%

What do the screens show for `CC(=O)Nc1ccc(Oc2ccc([N+](=O)[O-])cc2Cl)cc1`?
aSyn yeast rescue: -3.1%

How did O=C1NC(=O)/C(=C\c2ccc(Oc3ccc([N+](=O)[O-])cn3)cc2)S1 do in these assays?
aSyn yeast rescue: -34.8%[inhibitor]

How did CCNC(=S)NNC(=O)C1CCN(Cc2ccccc2)CC1 do in these assays?
aSyn yeast rescue: -12.4%

Results for Cc1ccc(-c2cn3c(n2)sc2cc(C(=O)NC4CCCCC4)ccc23)cc1 ?
aSyn yeast rescue: -5.8%

What do the screens show for `COc1cccc(Cn2c(=O)cc(C)c3c(C)nn(-c4ccc(C)cc4)c32)c1`?
aSyn yeast rescue: 7.7%

What do the screens show for `COc1ccccc1C(=O)NCc1ccc2c(c1)CCN2C(=O)c1ccncc1`?
aSyn yeast rescue: -5.6%

What do the screens show for `CCN(CC)c1ccc(NC(=O)CN(C)S(=O)(=O)c2cccc3nsnc23)c(C)c1`?
aSyn yeast rescue: -6.4%

How did C/C(CC(=O)NCC(C)C)=N\NC(=O)COc1cc(C)c(Br)cc1Br do in these assays?
aSyn yeast rescue: -1.8%

What do the screens show for `Cn1cc(SCC(=O)NCc2ccc3c(c2)OCO3)c2ccccc21`?
aSyn yeast rescue: 0.6%

Results for CCCCCCn1c(CN2CCN(C(=O)c3ccco3)CC2)nc2c1c(=O)n(C)c(=O)n2C ?
aSyn yeast rescue: -2.7%

Results for COc1ccc(-c2cn3cc(C)ccc3n2)cc1Br ?
aSyn yeast rescue: 8.7%

What do the screens show for `Cn1c(N)c(C(=O)CSc2ncn[nH]2)c(=O)n(C)c1=O`?
aSyn yeast rescue: -5.8%

What do the screens show for `Cc1ccc(C(=O)OCC(=O)NNC(=O)COc2ccc(Cl)cc2)c(O)c1`?
aSyn yeast rescue: -13.1%

What do the screens show for `Cc1cccc(N/C=C(\[N+](=O)[O-])S(=O)(=O)c2ccccc2)c1`?
aSyn yeast rescue: 8.2%

How did CN(C)c1oc(-c2ccccc2F)nc1C#N do in these assays?
aSyn yeast rescue: 13.7%

What do the screens show for `Cc1ccc(OCC(=O)Nc2ccc(C(=O)OCc3cc(=O)n4nc(C5CC5)sc4n3)cc2)cc1`?
aSyn yeast rescue: -3.9%

No new results follow: entries from further up.
What do the screens show for `Cc1cccc(N/C=C(\[N+](=O)[O-])S(=O)(=O)c2ccccc2)c1`?
aSyn yeast rescue: 8.2%

How did CN(C)c1oc(-c2ccccc2F)nc1C#N do in these assays?
aSyn yeast rescue: 13.7%

New compounds follow.
How did CCCN(C(=O)Cn1nc(Cc2ccncc2)c2ccccc2c1=O)c1ccccc1C do in these assays?
aSyn yeast rescue: -0.1%

What do the screens show for `CC(=O)c1cccc(NC(=O)c2oc(=O)c3ccccc3c2-c2ccccc2)c1`?
aSyn yeast rescue: -5.6%

How did COCCCNC(=O)CCC(=O)N1Cc2ccccc2Oc2ncccc21 do in these assays?
aSyn yeast rescue: -9.4%

How did O=C(NCc1nnnn1-c1ccc(F)cc1)c1ccc2c(c1)OCO2 do in these assays?
aSyn yeast rescue: 1.5%

How did CCC(C)c1ccc(OCC(=O)Nc2ccc(-c3nc4ncccc4o3)cc2)cc1 (stereo not given) do in these assays?
aSyn yeast rescue: -0.1%

Results for COc1ccccc1N1CCN(C(=O)c2cnn(-c3ccc(C)c(C)c3)c2C2CCN(C(=O)OC(C)(C)C)CC2)CC1 ?
aSyn yeast rescue: 6.6%

Results for COc1ccc(OC)c(CNc2sc3c(c2C(=O)Nc2cc(OC)ccc2OC)CCCC3)c1 ?
aSyn yeast rescue: 2.8%

What do the screens show for `COc1ccc(Cl)cc1C(=O)Nc1ccc2oc(-c3ccc(C(C)(C)C)cc3)nc2c1`?
aSyn yeast rescue: 4.2%

Results for Cc1ccc(Cl)c(NC(=O)Nc2csc3c2CCCC3)c1 ?
aSyn yeast rescue: -5.4%

What do the screens show for `CC(C)CN(CC(C)C)S(=O)(=O)c1ccc(C(=O)Nc2sc3c(c2C(N)=O)CC(C)(C)NC3(C)C)cc1`?
aSyn yeast rescue: -2.9%

The list goes on, overlapping the part above by 6 compounds.
How did CCC(C)c1ccc(OCC(=O)Nc2ccc(-c3nc4ncccc4o3)cc2)cc1 (stereo not given) do in these assays?
aSyn yeast rescue: -0.1%

Results for COc1ccccc1N1CCN(C(=O)c2cnn(-c3ccc(C)c(C)c3)c2C2CCN(C(=O)OC(C)(C)C)CC2)CC1 ?
aSyn yeast rescue: 6.6%

Results for COc1ccc(OC)c(CNc2sc3c(c2C(=O)Nc2cc(OC)ccc2OC)CCCC3)c1 ?
aSyn yeast rescue: 2.8%

What do the screens show for `COc1ccc(Cl)cc1C(=O)Nc1ccc2oc(-c3ccc(C(C)(C)C)cc3)nc2c1`?
aSyn yeast rescue: 4.2%

Results for Cc1ccc(Cl)c(NC(=O)Nc2csc3c2CCCC3)c1 ?
aSyn yeast rescue: -5.4%

What do the screens show for `CC(C)CN(CC(C)C)S(=O)(=O)c1ccc(C(=O)Nc2sc3c(c2C(N)=O)CC(C)(C)NC3(C)C)cc1`?
aSyn yeast rescue: -2.9%

How did COc1ccc(NC(C)C(=O)N/N=C/c2ccc([N+](=O)[O-])s2)cc1 (stereo not given) do in these assays?
aSyn yeast rescue: 6.6%

How did CCC(C)NC(=O)Cn1ncc2c([nH]c3ccc(C)cc32)c1=O (stereo not given) do in these assays?
aSyn yeast rescue: -3.2%

Results for Cc1cc(C[n+]2ccsc2N)c2ncccc2c1 ?
aSyn yeast rescue: 5.3%

How did COc1cc2c(cc1OC)C1=C(C#N)CCC(=NC(=O)c3ccco3)N1CC2 do in these assays?
aSyn yeast rescue: 15.4%

What do the screens show for `Cc1cccc(NC(=O)CN2C(=O)c3ccccc3S2(=O)=O)n1`?
aSyn yeast rescue: -14.0%

How did Cc1nc(-c2ccccc2)sc1-c1ccc(SCC(=O)NCc2ccccc2Cl)nn1 do in these assays?
aSyn yeast rescue: -12.6%

Results for COc1ccccc1N1CCN(c2ccc3ccccc3n2)CC1 ?
aSyn yeast rescue: -3.6%

How did COc1ncnc2c1ncn2CCCNCc1ccc2c(c1)OCO2 do in these assays?
aSyn yeast rescue: 2.1%

What do the screens show for `COc1ccc(CNc2nc3c(-c4cccc(F)c4)nnn3c3ccccc23)cc1`?
aSyn yeast rescue: 2.5%

Results for CN(C)/C=C1\Oc2ccc3ccccc3c2C1=O ?
aSyn yeast rescue: 10.0%

Results for CCCNC(=O)CS(=O)Cc1nc(-c2ccccc2C)oc1C (stereo not given) ?
aSyn yeast rescue: 0.2%

What do the screens show for `COc1cccc(CNC(=O)CCn2c(=O)c3cccn3c3cccnc32)c1OC`?
aSyn yeast rescue: -5.2%

How did Cc1ccc(NC(=O)CSc2nnc(C3CC3)n2CC2CCCO2)c(C)c1 (stereo not given) do in these assays?
aSyn yeast rescue: -0.3%

How did O=C(Cn1cc2c(n1)CCCC2)NCc1ccccn1 do in these assays?
aSyn yeast rescue: -9.7%

Results for Cc1ccccc1NC(=O)Cn1c(=O)n(CCCCCC(=O)NCc2ccccc2Cl)c(=O)c2sccc21 ?
aSyn yeast rescue: -13.2%

What do the screens show for `CC1CCCN(CCCOc2ccc(Br)cc2Cl)C1` (stereo not given)?
aSyn yeast rescue: 16.9%

How did CCN(c1cccc(C)c1)S(=O)(=O)c1ccc2c(c1)NC(=O)CCS2 do in these assays?
aSyn yeast rescue: -4.0%

Results for COc1cc2nc(N3CCN(c4cc(C)ccc4C)CC3)nc(N)c2cc1OC ?
aSyn yeast rescue: -30.4%[inhibitor]

Results for COc1ccc2cc(C(C)C(=O)N3CCC(C)CC3)ccc2c1 (stereo not given) ?
aSyn yeast rescue: -11.8%

What do the screens show for `COc1ccc(C(OC(=O)c2ccco2)C(=O)NC2CCCC2)cc1` (stereo not given)?
aSyn yeast rescue: -1.0%

Results for CCc1ccc(C(=O)COC(=O)c2cc([N+](=O)[O-])ccc2NCCO)cc1 ?
aSyn yeast rescue: 11.1%
